Compound activity: PubChem, several laboratories
cytoskel mod: modifiers of F-actin cytoskeleton organization, primary screen, imaging, HUVEC, phalloidin staining, high-content imaging; HUVEC TNFa F-actin phalloidin imaging; inhibition, % at 2 µM; hit rate 0.18% among 91,000;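 active means inhibition above the batch mean plus 3 SD and confirmed as a hit by visual image inspection, cut at about 30% in these data, passing the limit was not always enough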; further: strong numbers were not always called active
H69AR growth 86K: proliferation blockers of H69AR lung cancer cells, primary screen, cell-based, human, 86K library. AID 598, 2007. viability, % at 10 µM. hit rate 6% among 85,000. H69AR lung tumor viability, ATP luminescence, 72 h; hits give low values;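 active means viability at or below 40%; inactive means viability above 40%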;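 further: multidrug resistant small cell line overexpressing MRP-1 efflux transporter; 100% = mean luminescence of untreated control wells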
HUVEC prolif 384: inhibitors of HUVEC proliferation, primary screen, cell-based, 384-well | CellTiter-Glo luminescence, 72 h; hits give low values | viability, % at 10 µM (by protocol) | hit rate 1.1% among 86,000;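 active means viability at or below 30%; inactive means viability above 30%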;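 further: 100% = median luminescence of DMSO-only cell control wells on each plate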
Fibroblast inh: antiproliferative effect on LL 47 fibroblasts – human, LL 47 cells, CellTiter-Glo luminescence, primary screen; LL 47 human lung fibroblast viability, ATP luminescence; hits give low values; viability, % at 10 µM; hit rate 1.1% among 85,000;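 active means viability at or below 50% in the single dose screen; inactive means viability above 50%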;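 further: compound exposure lasted 72 h before the ATP readout; 100% = median luminescence of untreated cell-only wells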
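Test system: LL 47 human lung fibroblasts; Quantity: 1,150 cells/well; Buffer or medium: IMEM plus 15% FBS; Dosing: tenfold compound dosing solution, DMSO at 0.1%; Timing: overnight cell rest, 72 h compound treatment at 37 °C; Detection: ATP-based CellTiter-Glo luminescent readout; Read-out basis: viability percentage against median untreated-cell control; Controls: cell-only wells, no compound.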
Smad3 inh: Smad3/FoxH1 peptide binding inhibitors, primary screen, biochemical, TR-FRET | Mothers against decapentaplegic homolog 3 (Homo sapiens), P84022 | TR-FRET Smad3/Dy647-FoxH1 peptide binding, europium anti-His | inhibition, % at 25 µM | hit rate 0.29% among 88,000 | AID 630, 2007;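 active means compounds that reduce the energy-transfer binding signal between the protein and its labelled peptide by more than half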;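 further: 0% = Smad3 plus labelled peptide maximal FRET and 100% = peptide-only background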
HUVEC tox TNFa: cytotoxicity in TNFa-stimulated HUVEC, primary screen, cytotoxicity control for VCAM1 expression modulator project, imaging, Hoechst nuclei count; hit rate 0.17% among 93,000; cell count reduction, % at 2 µM; AID 848, 2007; HUVEC TNFalpha-stimulated, Hoechst cell count;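 active means cell count reduction exceeding the screen mean by over 5 SD, scaled to untreated wells per plate, cut at about 78% in these data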;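 further: cells counted after 24 h of TNF alpha exposure following the 1 h pretreatment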
VCAM1 TNFa inh: inhibitors of TNFa-induced VCAM1 expression, primary screen, imaging, HUVEC, TNFa stimulus, immunofluorescence; inhibition, % at 2 µM; hit rate 0.48% among 95,000; HUVEC TNFa-induced VCAM-1 immunofluorescence, high-content imaging;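 active means inhibition above the batch mean plus 3 SD, with images confirmed as a hit by eye, cut at about 37% in these data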;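 further: 0% = TNF-stimulated DMSO wells and 100% = unstimulated control wells; not every result past the cut was called active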
PTK2B oligo ant: antagonists of Pyk2 self-association, primary screen, Q293 cells, FERM NanoBiT luminescence, HTS; Protein-tyrosine kinase 2-beta (Homo sapiens), Q14289; hits give low values; z-score (the deposit names both 25 µM and 10 µM); hit rate 0.83% among 99,000;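 active means Z-score of -3 or lower, scaled per plate to the spread of control and sample wells; inactive means z-score above -3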;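 further: negative z-score means lost luminescence so less FERM oligomerization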
Target sequence (Q14289 whole entry, looked up): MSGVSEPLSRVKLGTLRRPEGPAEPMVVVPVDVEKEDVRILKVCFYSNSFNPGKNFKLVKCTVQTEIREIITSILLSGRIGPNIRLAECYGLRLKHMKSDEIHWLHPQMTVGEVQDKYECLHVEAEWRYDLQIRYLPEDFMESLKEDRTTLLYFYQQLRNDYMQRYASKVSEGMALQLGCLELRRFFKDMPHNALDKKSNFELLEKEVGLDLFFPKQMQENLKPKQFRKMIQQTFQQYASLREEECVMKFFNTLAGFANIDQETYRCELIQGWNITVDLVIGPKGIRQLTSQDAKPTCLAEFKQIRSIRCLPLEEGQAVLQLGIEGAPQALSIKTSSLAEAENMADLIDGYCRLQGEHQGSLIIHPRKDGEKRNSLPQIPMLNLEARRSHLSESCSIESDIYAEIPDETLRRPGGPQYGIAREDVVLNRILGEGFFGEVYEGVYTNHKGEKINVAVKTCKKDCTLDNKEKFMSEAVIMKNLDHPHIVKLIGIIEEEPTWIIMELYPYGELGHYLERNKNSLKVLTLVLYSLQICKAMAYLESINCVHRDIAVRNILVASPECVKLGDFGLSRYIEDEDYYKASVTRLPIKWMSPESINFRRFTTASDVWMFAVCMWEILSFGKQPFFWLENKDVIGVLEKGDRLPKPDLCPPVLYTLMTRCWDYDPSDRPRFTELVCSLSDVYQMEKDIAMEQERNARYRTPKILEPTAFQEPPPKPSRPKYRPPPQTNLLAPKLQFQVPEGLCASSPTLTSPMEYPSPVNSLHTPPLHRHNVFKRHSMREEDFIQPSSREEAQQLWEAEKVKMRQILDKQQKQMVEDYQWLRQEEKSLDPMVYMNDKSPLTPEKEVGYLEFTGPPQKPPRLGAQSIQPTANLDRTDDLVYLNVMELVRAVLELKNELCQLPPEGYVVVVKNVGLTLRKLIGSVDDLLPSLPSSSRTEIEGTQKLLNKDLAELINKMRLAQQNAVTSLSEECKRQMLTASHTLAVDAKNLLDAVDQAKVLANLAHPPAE
HUVEC tox IL1B: cytotoxicity in IL-1B stimulated HUVEC, primary screen, cytotoxicity control for IL-1B NFkB translocation project, imaging, Hoechst nuclear count, IL-1B stimulus | HUVEC cell count loss | cell count reduction, % at 2 µM | hit rate 0.41% among 94,000;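 active means cell count reduction more than 3 SD above the screen-wide mean, cut at about 70% in these data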;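 further: normalized per plate to untreated control cells as the no-loss baseline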
* marks the source's active call; other numbers are inactive results; x = not tested or not shown; [ ] = remark or other dose. Only part of the results is shown (hit frequency here may not be typical).

entry	Compound	cytoskel mod	H69AR growth 86K	Smad3 inh	HUVEC tox IL1B	PTK2B oligo ant	HUVEC prolif 384	HUVEC tox TNFa	VCAM1 TNFa inh	Fibroblast inh
1	CSc1nc2ccc3nc(NC(=O)c4ccccc4)sc3c2s1	19	32*	3	4	x	109	-51	2	97
2	CCOc1ccc2[nH]c(=O)c(CN(CCO)C(=O)c3ccccc3F)cc2c1	-4	84	-3	-18	1.3	99	-44	-15	96
3	CNC(=O)NC(=O)CSc1nc2cc(C(=O)OC)ccc2c(=O)n1-c1ccccc1	-6	81	-4	-7	-0.27	109	2	-12	102
4	Cc1cc(C)nc(Nc2n[nH]c(COc3cccc4ccccc34)n2)n1	2	38*	17[fluorescence artefact?]	-14	-0.25	74	8	8	52
5	CSc1nc2ccc3nc(NC(=O)c4ccc(Cl)s4)sc3c2s1	-10	66	-11	0	x	104	-14	12	97
6	O=C(O)CCC(=O)Nc1ccc(S(=O)(=O)N2CCCC2)cc1	x	87	13[fluorescence artefact?]	x	0.66	93	x	x	103
7	CC1(C)CC(=O)C(C=NCCC2=CCCCC2)=C(O)C1	15	81	-5	-122	2.2	81	-24	10	x
8	Cn1c(CNC(=O)c2cccs2)nnc1SCC(=O)Nc1ccc(Cl)cc1	6	84	6	8	0.25	67	-20	12	92
9	CC1(C)CC(CC(=O)NC(=S)Nc2ccc([N+](=O)[O-])cc2)C(=O)O1 (stereo not drawn)	13	88	0	-22	0.39	83	-3	21	100
10	COc1ccc(C(=O)Nc2ccccc2C(=O)NC(C)C)cc1OC	-9	86	7	-5	0	101	-10	18	97
11	CCn1nnc(NC(=O)c2cccnc2)n1	41	90	16	5	0.07	95	-17	7	95
12	O=C(NCCc1ccc(S(=O)(=O)N2CCCC2)cc1)c1cccs1	3	88	7	-17	1	89	-8	-1	92
13	CCCCC(c1nnnn1C1CCCC1)N1CCN(C2CCCC2)CC1 (stereo not drawn)	-6	88	3[fluorescence artefact?]	6	0.63	95	-22	-1	92
14	COC(=O)c1ccc(NC(=O)CSCc2ccccc2C)cc1	3	85	-11	-5	-0.91	107	-20	12	104
15	COC(=O)c1ccc(OCC(O)CN(CC(C)C)CC(C)C)cc1 (stereo not drawn)	-5	112	3	11	-1.1	110	-18	1	90
16	O=C(CSc1ncn(-c2ccccc2)n1)Nc1ccc2c(c1)OCCO2	x	105	5	x	2.9	98	x	x	100
17	COc1ccc(NC(=O)CN2CCN(CC(=O)Nc3ccccc3F)CC2)c(OC)c1	2	83	10	2	0.66	104	8	7	94
18	CCN(CC)CCN(CC)Cc1ccccc1Br	-12	94	-7	14	0.5	101	4	-11	100
19	C=CCNC(=O)CCCCC(=O)NCC=C	-5	32*	-4	-86	-0.4	96	-13	-5	97
20	CCOc1ccc(Nc2oc(Cc3ccccc3)nc2C#N)cc1	10	78	-5	6	-1.1	104	-24	7	100
21	Cc1ccc(-c2n[nH]c(=S)n2/N=C/C=C/c2ccccc2[N+](=O)[O-])cc1	11	75	23	-33	-0.48	83	-13	14	99
22	N#C/C(=C\c1ccc(N2CCOCC2)o1)c1nc2ccccc2[nH]1	-2	20*	-18	-7	1.7	57	4	11	83
23	CC(C)(C)C1CCC(C(=O)Nc2ccccc2)CC1 (stereo not drawn)	14	x	x	-39	0.41	x	-47	-3	x
24	CC1=C(C(=O)N2CCOCC2)C(c2cccs2)NC(=O)N1 (stereo not drawn)	4	102	3	10	-0.34	100	0	5	108
25	Cc1ccccc1NC(=O)c1ccc(NC(=O)c2ccco2)cc1	1	82	4	-32	0.27	108	-11	-17	106
26	O=C(NCc1cccs1)C1CCCN(S(=O)(=O)c2ccc(Br)s2)C1 (stereo not drawn)	7	90	-4	-12	-0.65	92	5	16	102
27	COc1c(F)c(F)c(C(=O)O)c(Nc2ccccc2C)c1F	-4	99	3	10	0.98	97	-19	12	104
28	CC(/C=C/c1ccco1)=N/NC(=O)c1ccccc1Cl	4	x	x	-41	-1.1	x	-3	-1	x
29	Cc1cc(/C=N/NC(=O)CC2(C)OCCO2)c(C)n1-c1ccc(Cl)c(Cl)c1	6	75	15	8	-0.37	87	-15	-7	89
30	Cc1ccccc1N(C(=O)Cn1nnc2ccccc21)C(C(=O)NCc1ccco1)c1ccncc1 (stereo not drawn)	x	87	3	x	0.42	89	x	x	100

3 entries already listed, arranged by SMILES length, highest first.
entry	Compound	cytoskel mod	H69AR growth 86K	Smad3 inh	HUVEC tox IL1B	PTK2B oligo ant	HUVEC prolif 384	HUVEC tox TNFa	VCAM1 TNFa inh	Fibroblast inh
15	COC(=O)c1ccc(OCC(O)CN(CC(C)C)CC(C)C)cc1 (stereo not drawn)	-5	112	3	11	-1.1	110	-18	1	90
25	Cc1ccccc1NC(=O)c1ccc(NC(=O)c2ccco2)cc1	1	82	4	-32	0.27	108	-11	-17	106
11	CCn1nnc(NC(=O)c2cccnc2)n1	41	90	16	5	0.07	95	-17	7	95

More records.
entry	Compound	cytoskel mod	H69AR growth 86K	Smad3 inh	HUVEC tox IL1B	PTK2B oligo ant	HUVEC prolif 384	HUVEC tox TNFa	VCAM1 TNFa inh	Fibroblast inh
31	COC(=O)c1ccccc1NC(=O)C12CC3CC(C1)CC(n1cnc(Cl)n1)(C3)C2	13	61	0	22	-1.1	109	-5	6	95
32	Cc1cc(NC(=O)COC(=O)COc2cccc3c2OC(C)(C)C3)no1	0	x	x	6	0.03	x	-21	0	x
33	Cc1nc(N/N=C/c2ccccc2)nc(N(C)c2ccccc2)c1[N+](=O)[O-]	-59	x	x	-8	0.73	x	4	-2	x
34	CC(=O)c1cccc(S(=O)(=O)N(CCCO)Cc2cc3ccc(C)cc3[nH]c2=O)c1	5	105	5	-8	0.26	93	-22	-14	98
35	O=C(COC(=O)c1ccc(Br)o1)NCc1ccco1	11	72	-7	4	-0.25	88	-18	-1	100
36	O=C(C1CCCN1C(=O)c1cccs1)N1CCN(Cc2ccc3c(c2)OCO3)CC1 (stereo not drawn)	x	89	7	-22	1.6	106	x	x	98
37	O=C(O)c1ccccc1SC1CC(=O)N(C2CCCCC2)C1=O (stereo not drawn)	x	36*	0	x	x	95	x	x	98
38	Cc1ccc(C(=O)O)cc1NC(=O)C1CCCN1S(=O)(=O)c1cccc2nsnc12 (stereo not drawn)	1	102	-26	-6	x	102	-1	3	108
39	CSc1nc(Sc2ccc(Cl)cc2)c2ccccc2n1	23	x	x	11	2	x	-18	0	x
40	O=C(NCC1CCCO1)c1ccccc1-c1nc(-c2ccc(Cl)cc2)no1 (stereo not drawn)	5	89	6	-131	-0.44	93	-3	-11	96
41	Cc1cccc(/C=C2/S/C(=N/N=C3\CC4CCC3(C)C4(C)C)NC2=O)c1 (stereo not drawn)	11	x	x	-63	-1.4	x	-1	-15	x
42	CCN(CC)CCN1C(=O)C(=O)/C(=C(/O)c2c(C)[nH]c(C(=O)OC)c2C)C1c1ccc(OC)cc1 (stereo not drawn)	x	91	7	x	-0.28	94	x	x	111
43	CCOC(=O)C1CCN(C(=O)CC2C(=O)N(Cc3ccccc3)C(C)c3nc4ccccc4n32)CC1 (stereo not drawn)	x	88	-4	x	-1	102	x	x	98
44	O=C(NCc1ccco1)C(c1ccc(F)cc1)N(CC1CCCO1)C(=O)Cn1nnc2ccccc21 (stereo not drawn)	7	103	11	-24	1.1	98	-12	9	105
45	Nc1cc(N)nc(SCCN2CCCCC2)n1	-27	89	-6	2	0.05	95	-22	1	105
46	COC(=O)[C@H](CCSC)NC(=O)Nc1ccc(C)c(C)c1	14	92	15	2	-0.32	100	-4	17	112
47	CC1=C(C(=O)Nc2ccccc2C)C(c2ccc(C)o2)n2c(s/c(=C/c3ccccc3)c2=O)=N1 (stereo not drawn)	x	42	13[fluorescence artefact?]	-14	0.39	66	-9	4	75
48	CC(C)[C@H](NC(=O)[C@@H]1CSCN1C(=O)OC(C)(C)C)C(=O)NCC1CCC(C(=O)O)CC1 (stereo partly drawn)	4	97	17[fluorescence artefact?]	2	0.14	98	-16	5	100
49	Nc1c(-c2ccc(Cl)cc2)cnn1-c1cccc([N+](=O)[O-])c1	13	x	x	-7	-0.62	x	0	-12	x
50	O=c1c2ccccc2nc(SCc2ccccc2)n1Cc1ccco1	2	93	5	-6	-1.1	116	-2	-11	89
51	CCOC(=O)c1cnn(-c2ccc(Cl)cc2)c1C1CCN(C(=O)OC(C)(C)C)CC1	6	78	1	x	-1.6	100	2	5	94
52	Cc1c(N=Cc2cc3c(cc2Cl)OCO3)c(=O)n(-c2ccccc2)n1C	x	83	-1	x	1.3	89	x	x	88
53	C=CCOC(=O)C1=C(C)NC(C)=C(C(=O)OCC=C)C1c1cccs1	17	x	x	6	-3.9*	x	-2	4	x
54	CCOC(=O)/C(=N/Nc1ccc(Cl)cc1)S(=O)(=O)c1ccccc1	-15	96	3	8	-1.9	102	-2	5	98
55	CCC1(C)Cc2c(sc3nc4n(c(=O)c23)CCS4)CO1 (stereo not drawn)	3	90	1	26	0.63	97	-12	-16	112
56	Cc1cc(C)c2c(=O)n(CC(=O)N3CCC(N4CCCCC4)CC3)sc2n1	5	103	2	1	x	105	-22	8	76
57	CCSC1=C(C#N)C(c2ccc3c(c2)OCO3)C2=C(CCCC2=O)N1 (stereo not drawn)	0	90	-1	6	-1.9	70	7	23	98
58	CC(Sc1nc2ccccc2[nH]1)C(=O)O (stereo not drawn)	x	78	-5	6	0.78	92	-18	-10	96
59	COC(=O)CN1C(=O)S/C(=C/c2cc(C)n(C)c2C)C1=O	-4	x	x	-15	-0.13	x	-35	12	x
